Assay outcomes from PubChem.
PL synth Enamine: phospholipid synthesis inhibitors, CHO cells, primary screen, ZR-82 cells, Enamine library, screen 3. AID 1347385, 2020. hit rate 0.4% among 20,000. ZR-82 CHO cells, pyrene fatty acid UV survival, CellTiter Blue; peroxisome-deficient CHO-K1 mutant line; plus DGAT-1, DGAT-2 and ACAT inhibitors. calls only at 10 µM;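 active = cell survival signal 2 SD away from solvent-only control wells, confirmed on one or two retests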;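 note: 3 h compound exposure then viability read about one day after UV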
Calls only; i = inactive. The list is partial, so the mix of outcomes need not match the whole.

The opening 6 compounds (preview)
SMILES	PL synth Enamine
COc1ccc(-n2c(N)c(S(=O)(=O)c3ccc(Br)cc3)c3nc4ccccc4nc32)cc1	i
COc1cc(/C=N/n2c(-c3ccc(Cl)cc3)n[nH]c2=S)cc(OC)c1OC	i
O=P1(N2CCCCC2)C=C(c2ccccc2)OC(c2ccccc2)=C1	i
Cc1sc2nc(C(C)Sc3nnc(-c4cc5c(s4)CCC(C)C5)o3)[nH]c(=O)c2c1C (stereo not given)	i
O=C1NC(=S)S/C1=C\c1cc2c(cc1[N+](=O)[O-])OCO2	i
O=S(=O)(c1cc(Br)cc(S(=O)(=O)C(F)(F)F)c1)C(F)(F)F	i

The list itself, from the start:
SMILES	PL synth Enamine
COc1ccc(-n2c(N)c(S(=O)(=O)c3ccc(Br)cc3)c3nc4ccccc4nc32)cc1	i
COc1cc(/C=N/n2c(-c3ccc(Cl)cc3)n[nH]c2=S)cc(OC)c1OC	i
O=P1(N2CCCCC2)C=C(c2ccccc2)OC(c2ccccc2)=C1	i
Cc1sc2nc(C(C)Sc3nnc(-c4cc5c(s4)CCC(C)C5)o3)[nH]c(=O)c2c1C (stereo not given)	i
O=C1NC(=S)S/C1=C\c1cc2c(cc1[N+](=O)[O-])OCO2	i
O=S(=O)(c1cc(Br)cc(S(=O)(=O)C(F)(F)F)c1)C(F)(F)F	i
O=C(NCCCN1CCOCC1)C1=COCCO1	i
O=C(N=Nc1c(O)[nH]c2ccccc12)c1nc2ccccc2c(=O)[nH]1	i
O=C(NCCCCCCNC(=O)OC1CCS(=O)(=O)C1)OC1CCS(=O)(=O)C1 (stereo not given)	i
Clc1ccc(SCCN=C2SCCN2C2CCCCC2)cc1	i
CON(C)S(=O)(=O)c1ccc(N)cc1	i
O=S(=O)(c1cc(Cl)ccc1Cl)N1c2cccc3cccc(c23)S1(=O)=O	i
COc1ccc(Cl)cc1S(=O)(=O)N1CCCC1	i
CC(C)(C)OC(=O)CSc1ncnc2sc3c(c12)CCCC3	i
C/C(=N\NC(=S)NC1CCCCC1)c1ccc(C)o1	i
Clc1ccc(OCCCc2nnc3n2CCCCC3)c(Cl)c1	i
COc1cc(CN(C)Cc2cc3c(cc2O)OCO3)ccc1OC(F)F	i
Cn1c(=O)c2c(ncn2CC(=O)Nc2ccnn2Cc2cccs2)n(C)c1=O	i
C=C1c2cc3c(cc2NC(=S)N1c1ccc(OC(F)F)cc1)OCO3	i
O=C(COC(=O)c1cc(Br)c(Br)s1)NCC(F)(F)F	i
CC(C)CSc1nc(CSc2ccc(Cl)cc2)nc2sc3c(c12)CCC3	i
Cc1cc(C)n2nc(SCCOc3ccc(Br)cc3)nc2n1	i
O=c1[nH]nc(SCCO)c(=O)[nH]1	i
CCOC(=O)c1c(C)[nH]c(C(=O)NN/C(=C/C(=O)OC)C(=O)OC)c1C	i
CC(C)(C)c1cc(NC(=O)CSc2nnc3n2CCCCC3)on1	i
O=c1oc2ccc(Br)cc2cc1-c1nc2ccccc2s1	i
O=C(CSC1=NCCS1)N1CCOCC1	i
OC1(c2ccc(F)cc2)CN(c2ccccc2)C2=[N+]1CCCS2 (stereo not given)	i
OCCNc1ncnc2sc3c(c12)CCCC3	i
O=[N+]([O-])c1cccc2nc(/C=C/c3cc4ccccc4nc3N3CCOCC3)ccc12	i
c1ccc(CSc2nsc(=NC(=Nc3ccccc3)c3ccccc3)n2Cc2ccccc2)cc1	i
CNC(=S)N1N=C(c2ccc(Br)cc2)CC1c1ccc(Br)cc1 (stereo not given)	i
NS(=O)(=O)c1ccc(Sc2ccc3c(c2)CCC3)nc1	i
CCCn1c(N)c(C(=S)NC(=O)C2CC2)c(=O)n(C)c1=O	i
O=C(CCc1cccs1)N1CCN(CC2CCCO2)CC1 (stereo not given)	i
Clc1ccc2nc(CSc3ccc4ccccc4c3)cn2c1	i
CN(C1CCCCC1)S(=O)(=O)c1ccc2ccccc2c1	i
Nc1nc(N)nc(SCC(=O)N2CCN(CC(=O)N3CCCC3)CC2)n1	i
O=C(CSc1nc2sc3c(c2c(=O)n1C1CCCC1)CCCC3)N1CCCC1	i
COc1cc(-c2nc3ncc(Br)cc3[nH]2)cc(OC)c1OC	i
O=P1(NNC(=S)NCc2ccccc2)C=C(c2ccccc2)OC(c2ccccc2)=C1	i
O=C(CSc1nnc(C2CC2)n1C1CC1)NC(=O)NCC(F)(F)F	i
C=CCn1c(SCc2nnc(-c3ccco3)o2)nnc1C1CCCCC1	i
O=C(O)CCN1c2cccc3cccc(c23)S1(=O)=O	i
O=S(=O)(c1ccc(NC(=S)NNP(=S)(c2ccccc2)c2ccccc2)cc1)N1CCOCC1	i
c1csc(-c2nnc(SCc3cn4ccccc4n3)n2C2CC2)c1	i
C/C(=N\Nc1nc(C)cc(C)n1)c1ccc2c(c1)OCO2	i
Oc1c(C(c2cccnc2)N2CCOCC2)ccc2cccnc12 (stereo not given)	i
S=c1[nH]c2ccccc2n1-c1cc(-c2cccs2)nn1-c1ccccc1	i
CC1=NC2=S=C(c3ccccc3)C(=O)N2C=C1	i
COC(=O)C1=C(O)CC(C(=O)OC)=C(O)C1	i
CCOC(=O)c1c(NC(=O)CCC2CCCC2)sc2c1CCC2	i
O=[N+]([O-])c1cc(S(=O)(=O)Nc2ccc3c(c2)OCCO3)ccc1Cl	i
Cc1c(-c2ccc(F)cc2)[n+](=O)c2c(n1[O-])CCC2	i
C=C1C(C(=O)N2CCOCC2)C1C(=O)N1CCOCC1 (stereo not given)	i
O=C1c2ccccc2C(=O)c2c1oc1c3c(ccc21)OCN(C1CCCC1)C3	i
c1csc(-c2nc(SCCN3CCCCC3)[nH]c2-c2cccs2)c1	i
CCOC(=O)c1cnc(SCC(=O)OCC(=O)c2[nH]c(C)c(C(=O)OCC)c2C)nc1N	i
CC(=O)Cn1cc(C(F)(F)F)cc(Cl)c1=O	i
Cc1ccc(C)c(-n2nnnc2SCc2cc3c(cc2Br)OCO3)c1	i
New compounds follow:
SMILES	PL synth Enamine
CC1SCCN1S(=O)(=O)c1ccc2ccccc2c1 (stereo not given)	i
O=C(OCc1cc(=O)n2cc(Br)ccc2n1)C12CC3CC(CC(Br)(C3)C1)C2	i
Cc1nc2ccc([N+](=O)[O-])cc2[nH]1	i
CCOC(=O)C(C(=O)OCC)C(NC(C)=O)C(Cl)(Cl)Cl (stereo not given)	i
CN=c1scc(-c2ccccc2)n1/N=C/c1ccccc1Br	i
O=S1(=O)N=C(N2CCC(c3nc4ccccc4s3)CC2)c2ccccc21	i
FC(F)Oc1ccc(NC(=S)Nc2ccc3cn[nH]c3c2)cc1	i
Cc1cc(N/N=C2\CC(C)CC(C)(C)C2)nc2ccccc12 (stereo not given)	i
COC(=O)Cc1cc(=O)[nH]c(SCCSC)n1	i
Cc1cccn2c(=O)cc(CSc3nnc(C4CC4)n3C3CC3)nc12	i
O=C(O)CN1C(=O)C2C3C=CC(C4CC34)C2C1=O (stereo not given)	i
FC(F)(F)c1cnc(-n2nnc3ccccc32)c(Cl)c1	i
C/C=C/C=C/C(=O)OCC(=O)Nc1sc(C(=O)N(C)C)c(C)c1C(=O)OCC	i
CC(Nc1nc(-c2ccccc2)nc2ccccc12)C1CC2CCC1C2 (stereo not given)	i
Cc1cc(-n2c(C)cc(C(=O)CN3C(=O)NC4(CCCCC4C)C3=O)c2C)no1 (stereo not given)	i

An excerpt from above in order of count of non-hydrogen atoms, ascending:
SMILES	PL synth Enamine
CC1SCCN1S(=O)(=O)c1ccc2ccccc2c1 (stereo not given)	i
CCOC(=O)C(C(=O)OCC)C(NC(C)=O)C(Cl)(Cl)Cl (stereo not given)	i
CN=c1scc(-c2ccccc2)n1/N=C/c1ccccc1Br	i
Cc1cccn2c(=O)cc(CSc3nnc(C4CC4)n3C3CC3)nc12	i
O=S1(=O)N=C(N2CCC(c3nc4ccccc4s3)CC2)c2ccccc21	i
O=C(OCc1cc(=O)n2cc(Br)ccc2n1)C12CC3CC(CC(Br)(C3)C1)C2	i
C/C=C/C=C/C(=O)OCC(=O)Nc1sc(C(=O)N(C)C)c(C)c1C(=O)OCC	i
Cc1cc(-n2c(C)cc(C(=O)CN3C(=O)NC4(CCCCC4C)C3=O)c2C)no1 (stereo not given)	i

Remaining list, next part.
SMILES	PL synth Enamine
CN(C)c1ccc(C2NCC(CSc3ncnc4sc5c(c34)CCC5)O2)cc1 (stereo not given)	i
C[n+]1c(/C=C/c2ccc(-c3ccc(SC(F)F)cc3)o2)sc2ccccc21	i
O=c1cc(CN2CCCC2c2cccs2)nc2ccc(Br)cn12 (stereo not given)	i
CN=c1scc(-c2ccco2)n1/N=C/c1cc(Br)c(O)c(OC)c1	i
NC(=S)c1ccsc1	i
CCOC(=O)C1=C(COC(=O)c2cc3c(s2)CCCCC3)NC(=O)NC1C (stereo not given)	i
C=CCNC(=S)N/N=C/c1ccsc1	i
O=S(=O)(Nc1nc2ccccc2nc1Nc1ccccc1Br)c1ccc(Br)s1	i
O=C(O)c1cc2c(s1)-c1cc(F)ccc1SC2	i
CSc1ccc(/C=N/N2CCN(C)CC2)cc1	i
CNc1snc(C)c1C(=O)NNC(=O)c1ccc(Br)s1	i
Cc1cccc[n+]1CC(=O)C12CC3CC(CC(C3)C1)C2	i
CCn1c(SCC(=O)c2c(N)n(C)c(=O)n(C)c2=O)nc2sc(C)c(C)c2c1=O	i
Brc1ccc(/C=C2\CCC=C2N2CCOCC2)cc1	i
Fc1cccc(F)c1/C=N/n1cnnc1	i
S=C(Nc1ccc(Cc2ccc(NC(=S)NC3CC4CCC3C4)c(Cl)c2)cc1Cl)NC1CC2CCC1C2 (stereo not given)	i
O=C(CNC(=O)c1ccc(Br)o1)NCC(F)(F)F	i
O=[N+]([O-])c1cc(S(=O)(=O)N2CCCC2)ccc1OCCOc1ccc(F)cc1	i
CCCCCCCCOP(=O)(NS(=O)(=O)c1ccc(Cl)cc1)OCCCCCCCC	i
Clc1ccc(/C=N/OCc2cccc(CO/N=C/c3ccc(Cl)c(Cl)c3)c2)cc1Cl	i
CCOC(=O)c1csc(N)n1	i
Clc1c(-c2nnc(-c3ccccc3)c(-c3ccccc3)n2)sc2ccccc12	i
S=C(N=P(c1ccccc1)(N1CCOCC1)N1CCOCC1)Nc1ccc(Cl)cc1	i
Cc1cc(N)nc(=S)[nH]1	i
NC(=O)c1c(NC(=O)c2ccc(Br)o2)sc2c1CCCCC2	i
NC1=NC(c2ccc(C(F)(F)F)cc2)n2c(nc3ccccc32)N1 (stereo not given)	i
Cc1cc(-n2c(C)cc(C(=O)Cn3cnc4sc5c(c4c3=O)CCCC5)c2C)no1	i
COCCn1c(C)cc(C(=O)Cn2cnc3c2c(=O)n(C)c(=O)n3C)c1C	i
Cc1ccc(-c2noc(CSc3nnc(C4CC4)n3C3CC3)n2)cc1	i
NC1=NC(c2ccccc2F)n2c(nc3ccccc32)N1 (stereo not given)	i
Brc1csc(CNCCc2ccco2)c1	i
Cn1ccnc1SCc1cn2cccnc2n1	i
C=CS(=O)(=O)CCC(=O)NCNC(=O)CCS(=O)(=O)C=C	i
C=C(C)CN=c1scc(-c2ccc([N+](=O)[O-])cc2)n1/N=C/c1ccc(N(CC)CC)cc1	i
O=[N+]([O-])c1ccc(Cl)c(NC(=S)Nc2ccc(F)cc2F)c1	i
O=c1nc2n(c3ncccc13)CCC2	i
Fc1ccccc1OCCOc1ncnc2ccc(Br)cc12	i
CC(C)(C)C1=CC(=O)C(N(CCO)CCO)=CC1=O	i
CCS(=O)(=O)N1CCC(C(=O)O)CC1	i
c1ccc(C2=Nn3cc(-c4ccccc4)nc3SC2)cc1	i
O=c1oc2ccccc2c(O)c1C=Nc1ccc([N+](=O)[O-])cn1	i
Clc1ccc(-c2nnc3n2N=C(c2ccc(Cl)s2)CS3)cc1	i
C=CCN=c1scc(-c2ccc(OC(F)F)cc2)n1/N=C/c1ccc(O)cc1O	i
Cc1nc2ccc(NC(=S)NC3CC4CCC3C4)cc2s1 (stereo not given)	i
CCCCCCC/C(C)=N/Nc1nc(C)cc(=O)[nH]1	i

Reformatted as labelled records: entries from further up.
smiles: CC(C)(C)C1=CC(=O)C(N(CCO)CCO)=CC1=O
  PL synth Enamine: i
smiles: CCS(=O)(=O)N1CCC(C(=O)O)CC1
  PL synth Enamine: i

Other structures
SMILES	PL synth Enamine
O=C(Cn1cc(C(F)(F)F)cc(Cl)c1=O)N1N=C(c2cccs2)CC1c1ccco1 (stereo not given)	i
COC(=O)c1c(NC(=O)CSc2nnc(N)s2)sc2c1CCC2	i
O=C1Oc2c(cc3c4c2CCCN4CCC3)P(=Nc2ccccc2[N+](=O)[O-])(N2CCOCC2)N1c1ccc(Cl)c(Cl)c1 (stereo not given)	i
Cc1nnc(SCC(=O)c2cc(C)n(C3CC3)c2C)s1	i
COC(=O)c1cc(Cn2nc(C)c([N+](=O)[O-])c2C)oc1C	i
O=c1[nH]nc(-c2nnc3n2-c2ccccc2SC3)c2ccccc12	i
Nc1c(C(=O)CSc2ncccn2)c(=O)[nH]c(=O)n1C1CC1	i
O=C(CCCC(=O)NCc1ccco1)NCc1ccoc1	i
Clc1ccc(C2CC(c3cccc4ccccc34)n3ncnc3N2)cc1 (stereo not given)	i
Nc1cc(=O)[nH]c(SCCOc2c(Cl)cccc2Cl)n1	i
COC(=NC(=C(Cl)Cl)c1ccccc1)c1ccccc1	i
C[n+]1cc(-c2ccccc2)n2c1CCCCC2	i
c1csc(CNCCCN2CCOCC2)c1	i
CN(C(=O)CN1C(=O)NC2(CCCc3sccc32)C1=O)C1CCS(=O)(=O)C1 (stereo not given)	i
S=C(Nc1ccc(N2CCOCC2)cc1)NC1CC2CCC1C2 (stereo not given)	i
Cn1c(=O)c(S(=O)(=O)O)c2c3c(c(Br)ccc31)C(=O)c1ccccc1-2	i
Cc1nc2nc(C(F)(F)F)[nH][n+]2c(C)c1CCC(=O)O	i
CCn1c(O)c(C=Nc2ncn[nH]2)c(=O)n(CC)c1=S	i
Clc1ccc(OCCCc2nc(-c3ccncc3)no2)c(Cl)c1	i
O=S(=O)(c1ccc(Br)s1)N1CCOCC1	i
O=C(Nc1nc2c(s1)CCCC2)C(=O)Nc1nc2c(s1)CCCC2	i
NC(=O)CSc1nnc(C2CC2)n1C1CC1	i
FC(F)Oc1ccc(-c2n[nH]c(=S)n2/N=C/c2ccc3c(c2)OCCO3)cc1	i
CCS(=O)(=O)c1ccc2oc(SCC(=O)CSc3nc4cc(S(=O)(=O)CC)ccc4o3)nc2c1	i
